TAAR1 ag – agonists of human TAAR1; Q96RJ0; CHO RD-HGA16 TAAR1, Fluo-8 calcium fluorescence; vehicle wells 0%, saturating PEA agonist 100%; activation, % at 3 µM; 0.99% of 360,000 active;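 active means activation above the mean activation of all test compounds in the run plus 3 SD, cut at about 38% in these data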
Target sequence (Q96RJ0 whole entry, looked up): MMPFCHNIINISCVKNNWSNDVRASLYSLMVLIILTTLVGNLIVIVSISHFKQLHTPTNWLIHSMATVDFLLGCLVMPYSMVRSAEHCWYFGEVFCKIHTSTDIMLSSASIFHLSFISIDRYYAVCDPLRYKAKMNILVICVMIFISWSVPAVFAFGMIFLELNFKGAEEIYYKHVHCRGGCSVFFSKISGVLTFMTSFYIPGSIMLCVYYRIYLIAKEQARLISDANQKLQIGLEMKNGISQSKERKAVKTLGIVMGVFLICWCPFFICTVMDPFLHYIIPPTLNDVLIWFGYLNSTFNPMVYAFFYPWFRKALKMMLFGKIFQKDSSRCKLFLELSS
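Test system: RD-HGA16 (CHO) cells co-expressing Gα16 and hTAAR1 / Benchmarks: DMSO vehicle as 0%, PEA at EC100 as 100% / Repeats: no replicates (n 1) / Measure: % activation from peak over basal fluorescence ratio, DMSO-to-PEA scaled / Timing: 17-24 h plating, Fluo-8 75 min 37 °C, 30 min RT / Technique: kinetic Fluo-8 calcium fluorescence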
M1 PAM – positive allosteric modulators of human M1 muscarinic receptor; P11229; CHO-K1 hM1, Fluo-8 calcium fluorescence, ACh EC20; 0% = ACh EC20, 100% = maximal ACh; 0.088% of 360,000 active; activation, % at 3 µM; in the data active means activation above about 19%, passing the limit was not always enough
Target sequence (P11229 whole entry, looked up): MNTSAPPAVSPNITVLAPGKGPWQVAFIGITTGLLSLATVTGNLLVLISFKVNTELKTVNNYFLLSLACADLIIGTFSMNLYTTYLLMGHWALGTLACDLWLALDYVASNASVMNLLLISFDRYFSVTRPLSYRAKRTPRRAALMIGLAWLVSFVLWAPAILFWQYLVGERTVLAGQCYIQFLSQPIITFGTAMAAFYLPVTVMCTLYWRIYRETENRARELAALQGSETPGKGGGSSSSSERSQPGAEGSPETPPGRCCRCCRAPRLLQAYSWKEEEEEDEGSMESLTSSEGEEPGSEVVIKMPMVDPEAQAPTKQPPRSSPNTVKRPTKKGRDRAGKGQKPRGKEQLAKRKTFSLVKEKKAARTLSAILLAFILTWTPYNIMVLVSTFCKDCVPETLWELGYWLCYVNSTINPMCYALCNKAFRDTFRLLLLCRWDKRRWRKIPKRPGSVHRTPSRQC
M1 PAM parental – nonselective activator or artifact in parental CHO-K1 calcium assay; ATP EC20, Fluo-8 calcium fluorescence; 0% at ATP EC20, 100% at ATP max; activation, % at 3 µM; 0.02% of 360,000 active; AID 602247;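 active means activation above the run cutoff, the mean activation of all test compounds plus 3 SD, cut at about 40% in these data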;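 further: peak over basal fluorescence ratio in a 140 s read after ATP addition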
CHO-K1 Ca ag – nonselective activator or artifact in parental CHO-K1 cells | Fluo-8 calcium fluorescence; scaled to maximal ATP response, vehicle zero | activation, % at 3 µM | 0.48% of 360,000 active; in the data active means activation above about 15%;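 further: untransfected CHO-K1 host cells lacking M1 receptor as counterscreen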
M1 antag – blocks human M1 muscarinic receptor; 1.3% of 360,000 active; inhibition, % at 3 µM; CHO-K1 hM1, Fluo-8 calcium fluorescence, ACh EC80 antagonist; P11229;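 active means percent inhibition above its own plate's cutoff, namely the mean of that plate's compound wells plus 3 SD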;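 further: peak over basal fluorescence ratio during 140 s after agonist addition; 0% = ACh EC80 plus DMSO and 100% = DMSO alone without agonist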
CHO parental Ca – counter-screen for OX1R antagonists: effect in parental CHO cells; parental CHO-K1, ATP-induced calcium, Fluo-8 fluorescence; AID 463079; 0.63% of 330,000 active; inhibition, % at 5.6 µM;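 active means inhibition above that plate's mean sample inhibition plus 3 SD, cut at about 26% in these data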;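 further: 0% = ATP-challenged DMSO wells and 100% = DMSO wells without ATP; some compounds past the cut are filed as inactive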
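Measured by: calcium-sensitive Fluo-8 fluorescence / Test system: CHO parental line / Controls: ATP-challenged DMSO wells low, unchallenged DMSO wells high / Measure: % inhibition / Compound: single nominal dose of 5.6 µM per compound / Replicates: single well per compound, no replicates / Reagent: ATP as calcium-mobilizing challenge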
M1 ag – activates human CHRM1 receptor; P11229; CHO-K1 hM1, Fluo-8 calcium fluorescence, agonist mode; 0% DMSO, 100% acetylcholine EC100; activation, % at 3 µM; 0.33% of 360,000 active; AID 588814;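 active means activation above the run's mean compound activation plus 3 SD, cut at about 16% in these data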;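 further: peak over basal fluorescence ratio within a 140 s kinetic read after compound addition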
TAAR1 antagonist – antagonists of human TAAR1; CHO RD-HGA16 TAAR1, Fluo-8 calcium fluorescence, antagonist; inhibition, % at 3 µM; 1.5% of 360,000 active; AID 624466; Q96RJ0;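 active means inhibition above a per-plate cutoff, the mean inhibition of test compounds on that plate plus 3 SD, cut at about 49% in these data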;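 further: 0% = DMSO plus EC80 beta-PEA response and 100% = DMSO alone without agonist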
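Assay system: CHO-derived RD-HGA16 cells stably expressing human TAAR1 plus Gα16. Timing: 140 s kinetic read after compound, 140 s after agonist. Technique: kinetic Fluo-8 calcium fluorescence measurement. Measure: % inhibition of agonist calcium response.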
CHO-K1 Ca antag – M1 antagonist counterscreen hit in parental CHO-K1 cells; ATP-induced calcium, Fluo-8 fluorescence; inhibition, % at 3 µM; 0.6% of 360,000 active;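 active means inhibition above a per-plate cutoff, the plate's mean sample inhibition plus 3 SD, cut at about 24% in these data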;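 further: 0% = DMSO plus EC80 ATP and 100% = DMSO alone without ATP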
Active calls of the source: *; · = not tested or not shown.

SMILES	TAAR1 ag	M1 PAM	M1 PAM parental	CHO-K1 Ca ag	M1 antag	CHO parental Ca	M1 ag	TAAR1 antagonist	CHO-K1 Ca antag
COc1ccc(C(=O)CSc2n[nH]c(=O)n2Cc2ccco2)cc1	2	5	17	1.8	-5	-10	-6	-34	-9
N#C/C(=C/c1ccc(Sc2nc3ccccc3[nH]2)o1)c1ccccc1F	7	-5	4	8.0	9	-6	0	31	-13
O=S(=O)(Nc1cccc(-c2nc3cccnc3s2)c1)c1ccc2c(c1)OCCO2	11	-8	6	6.8	5	-9	4	40	-2
COc1ccc(NC(=O)c2cccc(N3C(=O)C4C5C=CC(C5)C4C3=O)c2)c(OC)c1 (stereo not given)	2	1	4	1.5	-6	-3	-2	1	-12
O=S1(=O)CCO[C@H]2Cc3ccccc3[C@H]2N1Cc1cccc(C(F)(F)F)c1	7	5	20	2.1	-8	-20	-8	6	-21
O=C(NCCN1CCOCC1)c1ccc(CS(=O)c2ccccc2Cl)o1 (stereo not given)	0	8	3	0.2	-1	-14	-2	-19	-13
COc1ccc(Cl)cc1NC(=O)CN(C)C(=O)CCC(=O)c1cc(C)sc1C	1	9	-5	1.3	-7	-15	-1	-19	2
COc1ccc(CNn2c(-c3cccs3)nc3ccccc3c2=O)cc1OC	13	-23	12	5.5	20	-14	-7	51*	4
Cc1ccc(-n2c(Cn3cnc4ccccc43)nnc2SCC(=O)O)cc1	9	9	9	0.1	-6	7	-1	2	0
CCN(CC)c1ncnc2c1ncn2[C@H]1CN(Cc2ccc(Cl)cc2)C[C@@H](CO)O1	0	12	-3	-0.1	-19	·	3	3	-3
CCn1c(SC(C)C(=O)NC2CCCc3ccccc32)nnc1-c1cccs1 (stereo not given)	12	9	21	0.7	-9	-26	-2	-4	-9
COc1cc(Cl)c(C)cc1NC(=O)COC(=O)C1=NN(c2ccccc2)C(=O)CC1	-1	-5	-9	-0.2	11	-15	-5	9	1
CC1CN(C(=O)c2ccc(COCC(F)(F)F)o2)CC(C)O1 (stereo not given)	3	-3	12	0.2	10	-7	-4	-1	-11
O=S(=O)(CC(O)(c1ccccc1)c1ccccc1)CC(O)(c1ccccc1)c1ccccc1	-1	6	5	1.2	-15	·	-4	19	-11
C/C(=N\Nc1ccc2nncn2n1)c1ccco1	0	7	27	0.9	-14	-18	-4	-16	-15
CCOC(=O)c1[nH]c(C)c(C(=O)OCCOc2cccc(C)c2)c1C	1	1	3	2.2	2	-12	-2	22	0
NC(=O)c1cc(C(=O)c2ccc(Cl)cc2)c[nH]1	-1	14	10	-0.2	-5	1	1	8	0
C=CCn1c(=O)c2ccccc2n2c(SCc3c(C(=O)OCC)oc4ccccc34)nnc12	3	2	-6	-0.4	-6	-6	-3	4	13
CNC(=O)C1Cc2c(-c3ccccc3Oc3ccccc3)ccnc2O1 (stereo not given)	4	7	15	1.3	-8	·	-4	-10	-9
Cc1cc(C)nc(NS(=O)(=O)c2ccc(NC(=O)c3cc(-c4ccccc4)nc4ccccc34)cc2)n1	5	2	16	1.6	-11	-11	-9	6	-6
Clc1ccc(Nc2nc3ccccc3n3nnnc23)cc1	13	-19	16	1.0	0	-11	-4	-17	-11
Cc1ccc(-c2nnn(CC(=O)Nc3ccccc3-c3ccccc3)n2)c(-n2cnnn2)c1	-2	4	13	1.9	-7	·	-3	6	-4
O=C(COC(=O)CSc1ccc([N+](=O)[O-])cc1)NCCc1ccccc1	11	7	4	0.1	-8	-5	-4	6	1
COC(=O)Nc1sc2c(c1C(=O)NCc1ccco1)CCC2	8	9	25	0.5	-5	-25	-6	-3	-20
CCCN(C(=O)C(NC(=O)c1ccccc1)C(C)C)c1c(N)n(Cc2ccccc2)c(=O)[nH]c1=O (stereo not given)	12	3	-23	-0.3	-10	-20	-2	13	4
Going on with the list.
SMILES	TAAR1 ag	M1 PAM	M1 PAM parental	CHO-K1 Ca ag	M1 antag	CHO parental Ca	M1 ag	TAAR1 antagonist	CHO-K1 Ca antag
O=C(CSc1ccc(-c2ccccn2)nn1)N1CCCCC1	1	9	-2	1.1	-5	-27	-5	-8	-8
O=C(Nc1ccccc1)c1cc(C2CCCCN2C(=O)c2cccs2)on1 (stereo not given)	0	5	-6	0.4	1	·	-2	-7	17
CC(=O)Nc1ccc(S(=O)(=O)N(CCc2ccccc2)CC(=O)N/N=C/c2ccc(C(=O)O)cc2)cc1	1	-2	-2	-0.4	-3	-12	-8	10	-4
O=C(N1CCCCCC1)n1c(Cc2ccccc2)nc2ccccc21	8	3	19	1.9	2	-39	-4	5	-9
O=C1CCCN1CN1CCCCC1	19	-1	12	-0.1	-7	-6	1	4	1
Clc1ccccc1-c1nnc2sc(-c3ccncc3)nn12	-1	7	-3	-0.1	-7	-9	-4	14	14
C=CCN(c1ccccc1Cl)S(=O)(=O)c1cccc(C(=O)NCCc2ccc(OC)cc2)c1	5	-14	8	2.8	17	10	-3	61*	6
Cc1ccc(NC(=O)Nc2ccc3c(c2)OCO3)c(Br)c1	0	4	11	0.6	-6	5	-4	-2	-10
COc1cc2[nH]c(=O)c(C(=O)NCc3ccccc3Cl)c(O)c2cc1OC	7	8	11	0.5	-11	·	1	-10	0
O=C(c1cc(-c2ccccc2)nc2ccccc12)N1CCCc2ccccc21	-2	-11	10	2.2	24	-29	-8	-17	-1
C[n+]1c(-c2ccccc2)sc([S-])c1-c1ccccc1	-2	-12	20	1.2	18	40*	-9	-14	-9
Clc1ccc(OCCn2cnc3ccccc32)c(Cl)c1	10	-7	-5	1.1	19	-2	-5	16	1
CC(=O)NC(c1ccc([N+](=O)[O-])cc1)c1c(O)ccc2ccccc12 (stereo not given)	11	-4	21	3.0	3	-17	-4	13	-10
CCCN(CCC)S(=O)(=O)c1ccc(C(=O)NCc2ccc3c(c2)OCO3)cc1	1	8	-6	0.3	-13	6	-4	-17	13
CCOC1(OCC)C(c2ccc(N)cc2)C(C#N)(C#N)C1(OCC)OCC (stereo not given)	0	1	-3	0.1	4	-12	-2	-15	-6
COc1cccc(NC(=O)CN(C)C(=O)c2ccccc2OCC(=O)Nc2cccc(C(F)(F)F)c2)c1	15	0	-11	6.2	-1	-21	0	48	3
O=C(/C=C/c1ccc(F)cc1)c1cc(Br)ccc1O	-2	0	10	0.2	-21	-21	-5	-5	-16
COc1ccc(C(CNC(=O)c2ccc(N3CCCC3=O)cc2)N2CCCC2)cc1 (stereo not given)	6	3	18	0.9	-5	-16	-7	-9	-17
C=CCOc1c(Br)cc(C2C3=C(CCCC3=O)N(C)C3=C2C(=O)CCC3)cc1OCC	1	10	26	1.0	-12	-9	2	-14	-17
COc1cc(-c2noc(C)c2C(=O)NCCc2cccs2)cc(OC)c1OC	25	1	15	0.6	3	-12	-12	-2	-15
Cc1ccc2nc(CSc3nnc(-c4ccco4)o3)cc(=O)n2c1	1	3	24	1.0	-4	-5	-5	11	-3
Cn1ccnc1C(OC(=O)c1ccc(Cl)cc1)C(F)(F)F (stereo not given)	1	-5	4	0.6	7	-23	-9	-5	-9
CC1=C(C(=O)N(C(C)C)C(C)C)CC(CC(=O)NC(c2ccccc2)c2ccccc2)C(=O)N1CCCN1CCCC1=O (stereo not given)	1	3	11	0.3	-19	·	-6	-18	-10
C(=C\c1ccccc1)/CN1CCN(C(c2nnnn2C2CCCC2)C2CC2)CC1 (stereo not given)	0	-16	9	0.5	6	·	-7	-6	-10
CCOc1ccc(Nc2ccc(N3C(=O)CCC3=O)cc2[N+](=O)[O-])cc1	-3	-1	14	-0.6	10	-29	-4	-25	-11

5 of these compounds, reformatted:
Values in the order – TAAR1 ag	M1 PAM	M1 PAM parental	CHO-K1 Ca ag	M1 antag	CHO parental Ca	M1 ag	TAAR1 antagonist	CHO-K1 Ca antag
> O=C(c1cc(-c2ccccc2)nc2ccccc12)N1CCCc2ccccc21
→ -2	-11	10	2.2	24	-29	-8	-17	-1
> C[n+]1c(-c2ccccc2)sc([S-])c1-c1ccccc1
→ -2	-12	20	1.2	18	40*	-9	-14	-9
> Clc1ccc(OCCn2cnc3ccccc32)c(Cl)c1
→ 10	-7	-5	1.1	19	-2	-5	16	1
> CC(=O)NC(c1ccc([N+](=O)[O-])cc1)c1c(O)ccc2ccccc12 (stereo not given)
→ 11	-4	21	3.0	3	-17	-4	13	-10
> CCCN(CCC)S(=O)(=O)c1ccc(C(=O)NCc2ccc3c(c2)OCO3)cc1
→ 1	8	-6	0.3	-13	6	-4	-17	13

Other results:
SMILES	TAAR1 ag	M1 PAM	M1 PAM parental	CHO-K1 Ca ag	M1 antag	CHO parental Ca	M1 ag	TAAR1 antagonist	CHO-K1 Ca antag
Cc1cc(C(=O)N2CCC(C(N)=O)CC2)c(C)o1	4	9	-5	-0.3	-1	-8	1	-13	5
CC(C)NS(=O)(=O)c1ccc(CCC(=O)N2CCCC2)cc1	10	8	-16	-0.8	1	-10	-3	-5	24*
Cc1nnc(NC(=O)CSc2ccc(-c3ccc(Cl)cc3)nn2)s1	-1	11	-2	-0.1	-7	-5	-5	3	-16
CC(C)(C)c1ccc(C(=O)c2c[nH]c(C(=O)NCCCN3CCOCC3)c2)cc1	6	5	13	0.6	-5	-10	-6	4	-6
O=C(COc1ccc(F)cc1)N1CCC(c2ccccc2)C1 (stereo not given)	1	5	6	0.0	6	-5	0	0	18
O=C(/C=C/c1ccccc1)c1ccc2c(c1)OCCCCO2	1	-12	-1	-0.2	4	-22	-2	-8	1
CCC(Oc1ccc2ccccc2c1)C(=O)O (stereo not given)	13	1	-3	0.3	-2	0	-4	0	1
O=C(CNc1cccc(S(=O)(=O)N2CCCCCC2)c1)Nc1cccc([N+](=O)[O-])c1	9	1	-23	7.5	16	-1	4	56*	19
COc1ccc(/C=C/C(=O)c2cccc(-n3cnnn3)c2)cc1O	4	1	6	0.4	-2	-2	-3	20	-13
COc1ccc(N2CCN(C(c3ccccc3)c3nnnn3C(C)(C)C)CC2)cc1 (stereo not given)	0	·	12	0.6	·	·	·	8	0
COC(=O)c1ccccc1NC(=S)NC(=O)c1cccc2ccccc12	9	1	12	-0.3	-21	-21	-3	16	-9
S=C(NN=Cc1ccccn1)Nc1ccccn1	8	-3	-8	2.0	11	·	-1	0	6
COc1ccc(CCN(C)CC(O)COc2ccc(C(C)=O)cc2OC)cc1OC (stereo not given)	2	12	6	2.9	-14	-2	-8	-23	19
CCOCCCNC(=O)C1c2ccccc2Oc2ccccc21	3	5	20	0.8	-10	-12	-6	4	-13
O=C1CCCN1CC(=O)N1CCCC(Nc2cccc(F)c2)C1 (stereo not given)	7	4	1	0.0	-1	-10	0	-6	2
CC(C)C(=O)Nc1ccc2c(c1)nc1n2CCSC1	13	11	16	0.9	-9	-1	-1	1	-11
COc1ccc(CCNC(=O)c2nonc2N)cc1OC	7	4	14	0.0	-5	-10	-1	6	-8
CC(OC(=O)c1ccccc1C(=O)O)c1ccccc1 (stereo not given)	3	-2	6	0.4	-3	·	-3	-5	-11
